CHO-K1 Ca antag: nonselective inhibitor or artifact in parental CHO-K1 cells. ATP-induced calcium, Fluo-8 fluorescence. inhibition, % at 3 µM. hit rate 0.6% among 360,000. AID 602250;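 active = inhibition above a per-plate cutoff, the plate's mean sample inhibition plus 3 SD, cut at about 24% in these data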;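 also: 0% = DMSO plus EC80 ATP and 100% = DMSO alone without ATP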
V1R ag counter: agonists of human V1a receptor, primary screen, counter-screen for OXTR agonist project, fluorescence, CHO-V1R cells | Vasopressin V1a receptor (Homo sapiens), P37288 | Fluo-8 calcium fluorescence, agonist mode; 0% DMSO, 100% 3 nM vasopressin | activation, % at 3 µM | hit rate 0.25% among 320,000 | AID 2797, 2010;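 active = activation above the mean activation of all tested compounds plus 3 SD, per screening run, cut at about 20% in these data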;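 also: signal is peak over basal fluorescence ratio across a 100 second FLIPR read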
CHO parental Ca: ATP-evoked calcium signal inhibitors, parental CHO, primary screen, counter-screen for OX1R antagonist project, cell-based, fluorescence, Fluo-8 calcium dye; parental CHO-K1, ATP-induced calcium, Fluo-8 fluorescence; inhibition, % at 5.6 µM; hit rate 0.63% among 330,000;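 active = inhibition above that plate's mean sample inhibition plus 3 SD, cut at about 26% in these data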;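 also: 0% = ATP-challenged DMSO wells and 100% = DMSO wells without ATP; some compounds past the cut are filed as inactive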
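Material: Parental CHO cells | Reagent: ATP | Compound dosing: Single nominal dose of 5.6 µM per compound | Detection: Intracellular calcium via Fluo-8 no-wash fluorescent dye | Read-out: % inhibition of ATP-induced calcium mobilization | Benchmarks: Low control ATP plus DMSO, high control DMSO only | Replicates: Singlicate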
TAAR1 agonist: human TAAR1 agonists, primary screen, Fluo-8 calcium fluorescence, CHO RD-HGA16 cells. Trace amine-associated receptor 1 (Homo sapiens), Q96RJ0. vehicle wells 0%, saturating PEA agonist 100%. activation, % at 3 µM. hit rate 0.99% among 360,000. AID 624467, 2012;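 active = activation above the mean activation of all test compounds in the run plus 3 SD, cut at about 38% in these data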
Target sequence (Q96RJ0 whole entry, looked up): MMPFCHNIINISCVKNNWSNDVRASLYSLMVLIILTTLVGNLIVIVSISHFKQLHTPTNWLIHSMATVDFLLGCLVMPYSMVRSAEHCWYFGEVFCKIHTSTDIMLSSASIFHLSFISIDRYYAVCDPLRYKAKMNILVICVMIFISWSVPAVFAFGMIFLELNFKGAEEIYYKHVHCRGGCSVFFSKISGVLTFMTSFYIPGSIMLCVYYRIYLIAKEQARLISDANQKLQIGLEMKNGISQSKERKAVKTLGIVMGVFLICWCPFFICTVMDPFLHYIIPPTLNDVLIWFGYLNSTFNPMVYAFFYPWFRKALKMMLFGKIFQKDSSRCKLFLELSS
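Assay system – CHO-derived RD-HGA16 cells with stable Gα16 and human TAAR1 · Compound dosing – one-point dosing at 3 µM (nominal) · Incubation – 17-24 h seeding, 75 min 37 °C dye, 30 min RT · Measured by – kinetic Fluo-8 calcium fluorescence · Control set – DMSO vehicle as 0%, PEA at EC100 as 100% · Repeats – single well for each compound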
TAAR1 antag: human TAAR1 antagonists, primary screen, Fluo-8 calcium fluorescence, CHO RD-HGA16 cells; hit rate 1.5% among 360,000; antagonist; inhibition, % at 3 µM;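 active = inhibition above a per-plate cutoff, the mean inhibition of test compounds on that plate plus 3 SD, cut at about 49% in these data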;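 also: 0% = DMSO plus EC80 beta-PEA response and 100% = DMSO alone without agonist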
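test system = CHO RD-HGA16 cells bearing hTAAR1 | replication = singlicate | controls = DMSO-only wells and EC80 β-PEA-stimulated wells | reagent = EC80 β-phenethylamine stimulus | read-out basis = percent inhibition of PEA-evoked calcium signal, max/basal emission ratio | schedule = seeding 17-24 h prior, 75-min 37 °C, 30-min RT dye loading | signal = kinetic Fluo-8 calcium fluorescence measurement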
CHO-K1 Ca ag: counter-screen for M1 agonists: effect in parental CHO-K1 cells. activation, % at 3 µM. Fluo-8 calcium fluorescence; scaled to maximal ATP response, vehicle zero. hit rate 0.48% among 360,000; in the data active = activation above about 15%;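 also: untransfected CHO-K1 host cells lacking M1 receptor as counterscreen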
OXTR potentiator: human OXTR potentiators, primary screen, fluorescence, CHO-OTR cells, Fluo-8 calcium; Fluo-8 calcium fluorescence, potentiator mode; 0% = oxytocin EC15, 100% = EC100; Oxytocin receptor (Homo sapiens), P30559; activation, % at 3 µM; hit rate 0.061% among 320,000;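 active = activation above that plate's cutoff, the mean activation of tested compounds plus 3 SD, cut at about 6.6% in these data, passing the limit was not always enough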;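 also: 100% uses oxytocin at 75 nM as the full agonist control; some results filed as inactive read as strong as hits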
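Measured by – Fluo-8 calcium dye fluorescence · Test system – human OTR in CHO cells · Dosing – one concentration, 3.0 µM compound · Controls – EC15 oxytocin alone as 0%, 75 nM oxytocin as 100% · Evaluation – normalized max/min fluorescence ratio, % activation · Timing – 6 min pre-incubation, 100 s read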
M1 PAM parental: nonselective calcium activators in parental CHO-K1 cells, primary screen, counter-screen for M1 PAM project, cell-based, Fluo-8 calcium fluorescence, full deck, 1536-well; ATP EC20; 0% at ATP EC20, 100% at ATP max; activation, % at 3 µM; hit rate 0.02% among 360,000; AID 602247, 2012;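 active = activation above the run cutoff, the mean activation of all test compounds plus 3 SD, cut at about 40% in these data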;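 also: peak over basal fluorescence ratio in a 140 s read after ATP addition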
M1 ag: human M1 muscarinic receptor agonists, primary screen, Fluo-8 calcium fluorescence, CHO-K1 cells, HTS; Muscarinic acetylcholine receptor M1 (Homo sapiens), P11229; CHO-K1 hM1, agonist mode; 0% DMSO, 100% acetylcholine EC100; hit rate 0.33% among 360,000; AID 588814, 2011; activation, % at 3 µM;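 active = activation above the run's mean compound activation plus 3 SD, cut at about 16% in these data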;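 also: peak over basal fluorescence ratio within a 140 s kinetic read after compound addition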
Target sequence (P11229 whole entry, looked up): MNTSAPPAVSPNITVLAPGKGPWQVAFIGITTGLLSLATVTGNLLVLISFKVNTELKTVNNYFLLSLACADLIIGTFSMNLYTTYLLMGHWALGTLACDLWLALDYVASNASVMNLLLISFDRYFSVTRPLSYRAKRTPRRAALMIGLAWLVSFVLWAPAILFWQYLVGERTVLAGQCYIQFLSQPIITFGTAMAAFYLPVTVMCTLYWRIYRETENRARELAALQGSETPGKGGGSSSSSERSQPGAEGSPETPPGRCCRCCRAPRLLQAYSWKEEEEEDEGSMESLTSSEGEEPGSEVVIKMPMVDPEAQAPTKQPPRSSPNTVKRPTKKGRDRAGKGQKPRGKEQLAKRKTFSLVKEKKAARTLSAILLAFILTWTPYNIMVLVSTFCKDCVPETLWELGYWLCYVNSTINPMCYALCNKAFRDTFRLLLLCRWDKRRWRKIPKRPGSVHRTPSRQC
Active calls of the source: *.

What do the screens show for `Cn1c(CN2CCOCC2)nc2cc(NC(=O)COc3ccc([N+](=O)[O-])cc3)ccc21`?
CHO-K1 Ca antag: -5; V1R ag counter: 0.9; CHO parental Ca: 2; TAAR1 agonist: 1; TAAR1 antag: -15; CHO-K1 Ca ag: 0.4; OXTR potentiator: -5; M1 PAM parental: -4; M1 ag: -6

What do the screens show for `CN(c1ccccc1)S(=O)(=O)c1ccccc1Br`?
CHO-K1 Ca antag: -5; V1R ag counter: -1.2; CHO parental Ca: -9; TAAR1 agonist: 11; TAAR1 antag: 18; CHO-K1 Ca ag: -1.0; OXTR potentiator: -4; M1 PAM parental: -16; M1 ag: -3

How did COc1ccc(/C=C/C(=O)c2ccccc2)cc1COc1ccc(F)cc1 do in these assays?
CHO-K1 Ca antag: -15; V1R ag counter: 2.9; CHO parental Ca: -27; TAAR1 agonist: 8; TAAR1 antag: 4; CHO-K1 Ca ag: 1.6; OXTR potentiator: -3; M1 PAM parental: 23; M1 ag: -4

Results for Cc1cc(C(=O)N2CCCC(C)(C(=O)NS(=O)(=O)C3CC3)C2)nn1C(C)(C)C (configuration not stated) ?
CHO-K1 Ca antag: -11; TAAR1 agonist: 1; TAAR1 antag: -18; CHO-K1 Ca ag: 0.3; M1 PAM parental: 8; M1 ag: -2

How did COc1c([N+](=O)[O-])c(=O)n(-c2ccccc2)c2ccccc12 do in these assays?
CHO-K1 Ca antag: 3; V1R ag counter: -0.2; CHO parental Ca: -10; TAAR1 agonist: -2; TAAR1 antag: -1; CHO-K1 Ca ag: 0.0; OXTR potentiator: -2; M1 PAM parental: 10; M1 ag: -2

How did Cc1[nH]n2cnnc2c(=O)c1Br do in these assays?
CHO-K1 Ca antag: 3; V1R ag counter: 1.2; CHO parental Ca: -4; TAAR1 agonist: 0; TAAR1 antag: -21; CHO-K1 Ca ag: 0.0; OXTR potentiator: 3; M1 PAM parental: 0; M1 ag: -1

What do the screens show for `CN(C)C(=O)c1cccc(-c2cnc3c(NC=O)cc(-c4ccccc4N(C)C)cn23)c1`?
CHO-K1 Ca antag: 3; TAAR1 agonist: 9; TAAR1 antag: 0; CHO-K1 Ca ag: 1.3; M1 PAM parental: 2; M1 ag: -5

What do the screens show for `COc1ccc(-c2cc(C(=O)N3CCN(c4ccccc4)CC3)no2)cc1OC`?
CHO-K1 Ca antag: 4; V1R ag counter: 0.0; CHO parental Ca: -22; TAAR1 agonist: 5; TAAR1 antag: 2; CHO-K1 Ca ag: 0.8; OXTR potentiator: -13; M1 PAM parental: 7; M1 ag: -5

Results for O=C(CCCc1ccccc1)Nc1ccc2c(c1)OCCO2 ?
CHO-K1 Ca antag: -5; V1R ag counter: -0.1; CHO parental Ca: -3; TAAR1 agonist: 1; TAAR1 antag: -5; CHO-K1 Ca ag: 0.8; OXTR potentiator: 0; M1 PAM parental: 15; M1 ag: -7

What do the screens show for `COc1cc(CC(=O)O)c(C(C)=O)cc1OC`?
CHO-K1 Ca antag: -11; V1R ag counter: 0.1; CHO parental Ca: -4; TAAR1 agonist: 7; TAAR1 antag: -14; CHO-K1 Ca ag: 0.1; OXTR potentiator: -2; M1 PAM parental: 15; M1 ag: -2

What do the screens show for `COc1ccc(/C(C)=C2/SC(=S)N(CCC(=O)O)C2=O)cc1`?
CHO-K1 Ca antag: 1; V1R ag counter: 0.4; CHO parental Ca: -1; TAAR1 agonist: 5; TAAR1 antag: -3; CHO-K1 Ca ag: 0.3; OXTR potentiator: -3; M1 PAM parental: 12; M1 ag: -3

How did CCN(CC)S(=O)(=O)c1ccc(C)c(NC(=O)COc2ccc3c(C)cc(=O)oc3c2)c1 do in these assays?
CHO-K1 Ca antag: 1; V1R ag counter: 0.7; CHO parental Ca: -6; TAAR1 agonist: 2; TAAR1 antag: -18; CHO-K1 Ca ag: 0.6; OXTR potentiator: -3; M1 PAM parental: 10; M1 ag: -4

Results for O=C1NC[C@H](Cc2ccc(O)cc2)N(C[C@@H]2CCCN2C[C@H](Cc2ccc(O)cc2)N2C[C@H](Cc3ccccc3)N(CC3CCCCC3)C(=O)C2=O)C1=O ?
CHO-K1 Ca antag: -7; TAAR1 agonist: 1; TAAR1 antag: -12; CHO-K1 Ca ag: -0.4; M1 PAM parental: 4

How did COC(=O)c1ccc2c(=O)n(CCN3CCOCC3)c(SCC(=O)Nc3ccc(OC)cc3OC)nc2c1 do in these assays?
CHO-K1 Ca antag: -12; V1R ag counter: 0.1; CHO parental Ca: 8; TAAR1 agonist: 1; TAAR1 antag: -7; CHO-K1 Ca ag: 4.1; OXTR potentiator: -1; M1 PAM parental: 29; M1 ag: 0

Results for Cn1c(=O)oc2cc(S(=O)(=O)NCC3CCCO3)ccc21 (configuration not stated) ?
CHO-K1 Ca antag: -4; V1R ag counter: 0.9; CHO parental Ca: 3; TAAR1 agonist: 7; TAAR1 antag: 5; CHO-K1 Ca ag: 1.0; OXTR potentiator: 1; M1 PAM parental: 7; M1 ag: -2

Results for COc1ccc(/C=C/C(=O)C2CC2)cc1COc1c(C)cccc1C ?
CHO-K1 Ca antag: -18; V1R ag counter: 1.6; CHO parental Ca: -33; TAAR1 agonist: 4; TAAR1 antag: 2; CHO-K1 Ca ag: -0.1; OXTR potentiator: -11; M1 PAM parental: 6; M1 ag: -3

What do the screens show for `NS(=O)(=O)c1ccc(NC(=O)N[C@@H](Cc2ccccc2)C(=O)O)cc1`?
CHO-K1 Ca antag: -11; TAAR1 agonist: 7; TAAR1 antag: -21; CHO-K1 Ca ag: 0.3; M1 PAM parental: 15; M1 ag: -3

What do the screens show for `COc1cc(CN2CCN(Cc3ccc(SC)cc3)CC2)cc(OC)c1O`?
CHO-K1 Ca antag: -6; V1R ag counter: 1.3; CHO parental Ca: -17; TAAR1 agonist: 16; TAAR1 antag: -2; CHO-K1 Ca ag: -0.7; OXTR potentiator: -9; M1 PAM parental: 17; M1 ag: -15

What do the screens show for `Cc1cc(NC(=O)Nc2cccc(C(F)(F)F)c2)n(C)n1`?
CHO-K1 Ca antag: 3; V1R ag counter: 4.2; CHO parental Ca: 2; TAAR1 agonist: 13; TAAR1 antag: 0; CHO-K1 Ca ag: 3.2; OXTR potentiator: -6; M1 PAM parental: 1; M1 ag: -1

What do the screens show for `COc1ccc2c(c1OC)C(=O)N(c1cccc(C)c1)C2`?
CHO-K1 Ca antag: -4; V1R ag counter: -1.2; CHO parental Ca: -17; TAAR1 agonist: 3; TAAR1 antag: 2; CHO-K1 Ca ag: -0.2; OXTR potentiator: -7; M1 PAM parental: 1; M1 ag: -5

Results for CC(C)c1ccc(NC(=O)NC2CC3CCC(C2)N3Cc2cccs2)cc1 (configuration not stated) ?
CHO-K1 Ca antag: 7; V1R ag counter: 2.7; CHO parental Ca: -10; TAAR1 agonist: 15; TAAR1 antag: -4; CHO-K1 Ca ag: 0.4; OXTR potentiator: -13; M1 PAM parental: -16; M1 ag: -5

What do the screens show for `Cc1cc(=O)[nH]c(SCC(=O)NCC2CCCCC2)c1C#N`?
CHO-K1 Ca antag: -9; V1R ag counter: 1.2; CHO parental Ca: -10; TAAR1 agonist: 4; TAAR1 antag: -3; CHO-K1 Ca ag: 0.6; OXTR potentiator: 7; M1 PAM parental: 8; M1 ag: -2

What do the screens show for `Cc1ccc(C(=O)OCC(=O)NCc2cccs2)c(C)c1`?
CHO-K1 Ca antag: -8; V1R ag counter: 1.2; CHO parental Ca: -12; TAAR1 agonist: 2; TAAR1 antag: -1; CHO-K1 Ca ag: -0.4; OXTR potentiator: -1; M1 PAM parental: 12; M1 ag: -7

Results for COc1ccccc1C(=O)N1CCN(CCNC(=O)C(=O)Nc2ccc(Br)c(C)c2)CC1 ?
CHO-K1 Ca antag: 4; V1R ag counter: 15; CHO parental Ca: -13; TAAR1 agonist: 9; TAAR1 antag: -24; CHO-K1 Ca ag: 12; OXTR potentiator: -10; M1 PAM parental: -13; M1 ag: 2

What do the screens show for `COc1ccc2cc(C(=O)NCc3ccccc3)c(=O)oc2c1`?
CHO-K1 Ca antag: -19; V1R ag counter: 1.9; CHO parental Ca: -3; TAAR1 agonist: 0; TAAR1 antag: -9; CHO-K1 Ca ag: 1.0; OXTR potentiator: -3; M1 PAM parental: 27; M1 ag: -2

What do the screens show for `CCN(CC)S(=O)(=O)c1ccc(OC)c(-n2cnnn2)c1`?
CHO-K1 Ca antag: -14; V1R ag counter: 0.6; CHO parental Ca: -9; TAAR1 agonist: 10; TAAR1 antag: 5; CHO-K1 Ca ag: 0.9; OXTR potentiator: -6; M1 PAM parental: 30; M1 ag: -6

What do the screens show for `O=C(CCn1ccc([N+](=O)[O-])n1)Nc1nccs1`?
CHO-K1 Ca antag: -6; V1R ag counter: 0.3; CHO parental Ca: -13; TAAR1 agonist: 5; TAAR1 antag: 4; CHO-K1 Ca ag: 0.2; OXTR potentiator: -5; M1 PAM parental: 13; M1 ag: -8

Results for CCn1c(SCC(=O)NC2=NCCS2)nnc1C(C)NC(=O)c1ccccc1Br (configuration not stated) ?
CHO-K1 Ca antag: -8; V1R ag counter: -0.2; CHO parental Ca: 2; TAAR1 agonist: 3; TAAR1 antag: 8; CHO-K1 Ca ag: -0.3; OXTR potentiator: 1; M1 PAM parental: -9; M1 ag: -5

Results for O=[N+]([O-])c1ccc(Cl)c(NC(=S)N2CCCC2)c1 ?
CHO-K1 Ca antag: 0; V1R ag counter: 1.4; CHO parental Ca: -3; TAAR1 agonist: 0; TAAR1 antag: -4; CHO-K1 Ca ag: 0.1; OXTR potentiator: -8; M1 PAM parental: 11; M1 ag: -7

What do the screens show for `CCCCNC(=O)c1cccnc1SCC(=O)Nc1ccccc1OC`?
CHO-K1 Ca antag: -7; V1R ag counter: 1.0; CHO parental Ca: -8; TAAR1 agonist: -1; TAAR1 antag: 7; CHO-K1 Ca ag: 1.9; OXTR potentiator: -4; M1 PAM parental: 19; M1 ag: -5

Screening data as filed in PubChem.
